Source: PubChem (NCI)
NCI-60 one-dose screen, 48 h, at 10 µM unless noted. Numbers give growth in % (100 = growth as untreated, 0 = no growth, -100 = all killed).
MDA-MB-435: MDA-MB-435 melanoma | 7.8% of 82,000 active
M14: M14 melanoma. AID 1794745. 6.2% of 80,000 active
MALME-3M: MALME-3M melanoma | 5.8% of 78,000 active | AID 1794766
SK-MEL-5: SK-MEL-5 melanoma; 6.4% of 80,000 active; AID 1794755
SK-MEL-28: SK-MEL-28 melanoma; 4.1% of 81,000 active
UACC-62: UACC-62 melanoma | 5.4% of 81,000 active
SK-MEL-2: SK-MEL-2 melanoma; AID 1794763; 4.7% of 77,000 active
UACC-257: UACC-257 melanoma | 4.4% of 78,000 active | AID 1794764
The depositor's hits bear a star; x = no result given; & = joins results of further samples. Rule for the calls: active = growth percent below 10; inactive = the rest.

SMILES | MDA-MB-435 | M14 | MALME-3M | SK-MEL-5 | SK-MEL-28 | UACC-62 | SK-MEL-2 | UACC-257
CCN1C(=O)N(CC)C2C1N=C(SC)N2/N=C/C=C/c1ccccc1OC (centres undefined) | 2.9* | 4.5* | 32 | 0.7* | 52 | 30 | 26 | 55
Oc1ccc2ccccc2c1CNc1ccccc1 | 110 | 97 | 105 | 94 | 100 | 83 | 108 | 88
NCc1ccccc1Br | 80 | 86 | 112 | 97 | 111 | 88 | 97 | 87
COc1cc2oc(-c3ccc(NC(=O)c4ccc5c(c4)OCO5)cc3)cc(=O)c2c(O)c1OC | 107 | 97 | 105 | 98 | 94 | 93 | 114 | 93
CCOC(=O)c1c(O)cc(C)[nH]c1=O | 102 | 103 | 104 | 109 | 109 | 97 | 93 | 83
Nc1nnc(-c2cncc(Br)c2)c(-c2c[nH]c3ccccc23)n1 | 108 | 101 | 116 | 93 | 121 | 83 | 96 | 104
O=C(CN1C(=O)/C(=C/c2ccco2)SC1=S)NCCc1c[nH]c2ccccc12 | 103 | 97 | 98 | 96 | 106 | 93 | 109 | 99
COC(=O)C(CO)c1ccccc1 (centres undefined) | 102 | 99 | 109 | 111 | 105 | 100 | 102 | 101
CC(=O)c1ccc(CCc2ccc(C(C)=O)cc2)cc1 | 105 | 108 | 110 | 109 | 104 | 101 | 103 | 99
COc1ccc(Cc2ccc(OC)c(OC)c2)cc1OC | 107 | 117 | 109 | 105 | 125 | 113 | 120 | 109
O=C(Nc1ncc(Cc2ccc(F)cc2)s1)C1=NCCCN1 | 101 | 96 | 100 | 100 | 100 | 99 | 102 | 102
COc1cc(CCCO)c(OC)c2c1OCO2 | 107 | 112 | 103 | 109 | 110 | 96 | 121 | 104
O=C1/C(=C/c2ccc(OCc3cccc(Br)c3)cc2)Oc2cc(O)ccc21 | 105 | 116 | 109 | 103 | 121 | 106 | 116 | 104
O=C1CCC(C(=O)NNc2cc(F)ccc2F)N1 (centres undefined) | 88 | 102 | 102 | 104 | 104 | 81 | 116 | 112
CN(C)c1ccc(/C=N/NC(=S)NC23CC4CC(CC(C4)C2)C3)c(Cl)c1 | 96 | 115 | 131 | 89 | 104 | 77 | 110 | 103
CCOC(=O)c1sc2nc(-c3cccc([N+](=O)[O-])c3)nc(N3CCOCC3)c2c1C | 103 | 114 | 92 | 98 | 98 | 80 | 99 | 103
Nc1ccc(S(=O)(=O)c2ccc(NCNc3ccc(S(=O)(=O)c4ccc(N)cc4)cc3)cc2)cc1 | 117 | 99 | 114 | 96 | 109 | 90 | 79 | 86
FC(F)(F)c1cc(-c2cnc(Cl)nc2NC2CCCCCC2)cc(C(F)(F)F)c1 | 95 | 108 | 112 | 99 | 106 | 92 | 90 | 82
CN(C)c1ccc2c(c1[N+](=O)[O-])Cc1ccccc1-2 | 103 | 110 | x | 101 | 121 | 81 | 99 | 104
CCCCCCCCCc1ccc(OC(C)=O)cc1 | 109 | 100 | 103 | 103 | 107 | 107 | 101 | 110
Cc1ccc(S(=O)(=O)NCCN2c3nc4ccccc4cc3Sc3cc4ccccc4nc32)cc1 | 105 | 77 | 128 | 83 | 88 | 67 | 44 | 55
COC(=O)C1CC23C=CCN4CCC5(c6ccccc6NC15C2C)C43 (centres undefined) | 113 | 92 | 102 | 99 | 109 | 102 | 130 | 103
Cc1cc(=O)oc2cc(Oc3nc(-c4cccs4)cn4c(-c5cccs5)cnc34)ccc12 | 61 | 68 | 39 | 42 | 24 | 71 | 69 | 48
O=C(O)/C=C/c1cn(-c2ccccc2)nc1-c1ccc(Cl)cc1 | 101 | 93 | 88 | 102 | 101 | 89 | 100 | 85

Looked up one by one from the entries so far:
SMILES | MDA-MB-435 | M14 | MALME-3M | SK-MEL-5 | SK-MEL-28 | UACC-62 | SK-MEL-2 | UACC-257
CCCCCCCCCc1ccc(OC(C)=O)cc1 | 109 | 100 | 103 | 103 | 107 | 107 | 101 | 110
CN(C)c1ccc(/C=N/NC(=S)NC23CC4CC(CC(C4)C2)C3)c(Cl)c1 | 96 | 115 | 131 | 89 | 104 | 77 | 110 | 103
NCc1ccccc1Br | 80 | 86 | 112 | 97 | 111 | 88 | 97 | 87
COc1cc(CCCO)c(OC)c2c1OCO2 | 107 | 112 | 103 | 109 | 110 | 96 | 121 | 104
O=C(CN1C(=O)/C(=C/c2ccco2)SC1=S)NCCc1c[nH]c2ccccc12 | 103 | 97 | 98 | 96 | 106 | 93 | 109 | 99
Cc1cc(=O)oc2cc(Oc3nc(-c4cccs4)cn4c(-c5cccs5)cnc34)ccc12 | 61 | 68 | 39 | 42 | 24 | 71 | 69 | 48

The list goes on.
SMILES | MDA-MB-435 | M14 | MALME-3M | SK-MEL-5 | SK-MEL-28 | UACC-62 | SK-MEL-2 | UACC-257
CCOc1c(C#N)c(Nc2ccc(S(N)(=O)=O)cc2)c(C#N)c(=O)n1S(=O)(=O)c1ccccc1 | 103 | 107 | 99 | 99 | 108 | 91 | 112 | 111
C[C@]12CC(=O)C[C@@H]1C[C@H]1CC[C@]3(C)CC4(C[C@H]3C[C@H]1C2)SCCS4 | 102 | 102 | 110 | x | 115 | 89 | 108 | 111
CCOc1ccc(/C=N/NC(=O)Cn2nc(Cc3ccc(OC)cc3)c3onc(C)c3c2=O)cc1 | 50 | 39 | -14* | 89 | 12 | 29 | 56 | 62
CC(NP(=O)(c1ccccc1)c1ccccc1)c1ccccc1 (centres undefined) | 105 | 102 | 110 | 101 | 113 | 95 | 115 | 97
CC(=O)c1c(C)c([N+](=O)[O-])c(C(C)(C)C)c([N+](=O)[O-])c1C | 103 | 130 | 113 | 110 | 117 | 89 | x | 75
Cc1ccc2c(n1)C(=O)C(Br)=C(C1CCCC1)C2=O | 108 | 101 | 110 | 97 | 117 | 99 | 112 | 99
CCN(CC)c1ccc(C=O)c(OCc2cn(CC(=O)Nc3ccc(F)cc3Cl)nn2)c1 | 85 | 97 | 94 | 90 | 85 | 56 | 99 | 108
CCC(C)N(c1ccc(Cl)cc1)c1nc(-c2ccc(Br)cc2)cs1 (centres undefined) | 101 | 96 | 98 | 104 | 111 | 87 | 105 | 103
c1ccc(CNC2CC3CCC2C3)cc1 (centres undefined) | 106&107 | 111&109 | 115 | 106&102 | 121&115 | 107&111 | 107&107 | 108&111
Cc1cccc2c1O/C(=C\c1ncc([N+](=O)[O-])n1C)C2=O | -54* | -49* | -51* | -92* | -18* | -66* | -45* | -41*
O=C1c2ccccc2C(=O)N1c1ccccc1O | 99 | 100 | 116 | 103 | 114 | 108 | 108 | 96
C#CC(F)(F)[C@]1(O)CCC2C3CCC4=CC(=O)CCC4=C3[C@@H](c3ccc(N(C)C)cc3)C[C@@]21C (some centres undefined) | 103 | 86 | 103 | 84 | 109 | 81 | 92 | 81

Single values from the results shown:
For SK-MEL-5, `CC(NP(=O)(c1ccccc1)c1ccccc1)c1ccccc1` (centres undefined) reads 101
For SK-MEL-2, `Cc1ccc2c(n1)C(=O)C(Br)=C(C1CCCC1)C2=O` reads 112

Exported field by field: part of the list above
Compound: CCN(CC)c1ccc(C=O)c(OCc2cn(CC(=O)Nc3ccc(F)cc3Cl)nn2)c1
  MDA-MB-435: 85
  M14: 97
  MALME-3M: 94
  SK-MEL-5: 90
  SK-MEL-28: 85
  UACC-62: 56
  SK-MEL-2: 99
  UACC-257: 108

Compound: CCC(C)N(c1ccc(Cl)cc1)c1nc(-c2ccc(Br)cc2)cs1 (centres undefined)
  MDA-MB-435: 101
  M14: 96
  MALME-3M: 98
  SK-MEL-5: 104
  SK-MEL-28: 111
  UACC-62: 87
  SK-MEL-2: 105
  UACC-257: 103

Compound: c1ccc(CNC2CC3CCC2C3)cc1 (centres undefined)
  MDA-MB-435: 106&107
  M14: 111&109
  MALME-3M: 115
  SK-MEL-5: 106&102
  SK-MEL-28: 121&115
  UACC-62: 107&111
  SK-MEL-2: 107&107
  UACC-257: 108&111

Compound: Cc1cccc2c1O/C(=C\c1ncc([N+](=O)[O-])n1C)C2=O
  MDA-MB-435: -54*
  M14: -49*
  MALME-3M: -51*
  SK-MEL-5: -92*
  SK-MEL-28: -18*
  UACC-62: -66*
  SK-MEL-2: -45*
  UACC-257: -41*

Next compounds
SMILES | MDA-MB-435 | M14 | MALME-3M | SK-MEL-5 | SK-MEL-28 | UACC-62 | SK-MEL-2 | UACC-257
CCC(Cc1ccccc1)=C(c1ccc(O)cc1)c1ccc(O)cc1 | 107 | 101 | 88 | 99 | 105 | 80 | 85 | 75
CO/N=C(/C)c1ccc(NC(=O)CSc2nnc(-c3cnccn3)n2-c2ccccc2)cc1 | 100 | 81 | 103 | 94 | 105 | 89 | 108 | 83
O=C1NC(=S)NC(=O)C1CC(=O)n1c(-c2ccccc2)nc2ccccc21 | 102 | 99 | 93 | 98 | 112 | 95 | 110 | 111
FC(F)(F)c1nc2ccccc2n1Cc1nnc(SCc2cn(-c3ccc(Cl)cc3Cl)nn2)o1 | 103 | 105 | 104 | 98 | 103 | 79 | 103 | 87
CC1[C@H]2[C@H](C[C@H]3[C@@H]4CC=C5c6sc(Nc7cccc(Cl)n7)nc6CC[C@]5(C)[C@H]4CC[C@@]32C)O[C@]12CC[C@@H](C)CO2 (some centres undefined) | 76 | 77 | 117 | 59 | 100 | 55 | 77 | 82
O=C(O)CSC(=S)N1CCOCC1 | 103 | 102 | x | 98 | 111 | 108 | 116 | 145
CCN1CCN(c2ccc(NC(=O)Nc3ccc4c(ccn4-c4ccnc(C(=O)NC)c4)c3)cc2C(F)(F)F)CC1 | 70 | 18 | -65* | 67 | -81* | 93 | 95 | 97
C#Cc1cccc(Nc2nc3cc([N+](=O)[O-])ccc3nc2Nc2ccc(O)cc2)c1 | 12 | -53* | 51 | 47 | 22 | -16* | -29* | 26
COc1cc2oc(-c3cccc(C(=O)NCc4ccccc4)c3)cc(=O)c2c(O)c1OC | 82 | 92 | 89 | 90 | 88 | 78 | 91 | 91
OC(CN(Cc1ccccc1)CC(O)c1ccccc1)c1ccccc1 (centres undefined) | 105 | 96 | x | 93 | 103 | 73 | 104 | 93
C/C(=N\NC(=O)CSc1nc2ccccc2c(=O)n1CCc1ccc(S(N)(=O)=O)cc1)c1ccc(Br)cc1 | 78 | 70 | 54 | 62 | 80 | 79 | 80 | 83
FC(F)(F)c1cccc(/C=C/c2nn3c(-c4ccco4)nnc3s2)c1 | 100 | 112 | 103 | 104 | 108 | 95 | 117 | 103
O=C(C[n+]1cccc2ccccc21)c1ccc2ccccc2c1 | 100 | 87 | 96 | 94 | 106 | 108 | 99 | 115
CCCCCC(=O)C(C)CC (centres undefined) | 101 | 118 | 100 | 107 | 115 | 116 | 136 | 102
COc1ccc(/C(=C\c2ccc3c(c2)OCO3)C(=O)Nc2nc3ccc(F)cc3s2)cc1 | 101 | 108 | 97 | 95 | 121 | 94 | 100 | 92
Cc1cc2nn(Cc3ccccc3)c(C(=O)OC(C)C)c2cc1C | 101 | 95 | 101 | 81 | 101 | 81 | 87 | 106
CC(=O)c1c(O)c(C)c(O)c2c1OC1=Cc3c(c(C)nn3C)C(=O)C12C (centres undefined) | 85 | 85 | 55 | 73 | 105 | 80 | 98 | 94
CC1CCc2c(sc3nc(SCC(=O)c4cccc([N+](=O)[O-])c4)n(-c4ccccc4)c(=O)c23)C1 (centres undefined) | 91 | 81 | 111 | 83 | 101 | 92 | 95 | 98
CN1CCc2c(Cc3ccc(C(=O)NO)cc3)c3ccccc3n2C1 | 72 | 74 | 54 | x | 74 | 83 | 54 | 53
COc1ccc(-c2cc3c(=N)n(NC(=O)c4ccccc4)cnc3o2)cc1 | 103 | 103 | 112 | 101 | 112 | 98 | 108 | 104
CC1=Cc2ccccc2OC12C=Cc1ccccc1O2 (centres undefined) | 105 | 107 | 99 | 92 | 114 | 83 | 115 | 114
COc1ccccc1N1CCN(C(=O)c2ccc3nc(NC(=O)c4ccc(NCCc5ccccc5)c([N+](=O)[O-])c4)sc3c2)CC1 | 89 | 64 | 46 | 84 | 91 | 72 | 93 | 73
CC1C(c2ccccc2)OC(N2CCOCC2)C(C)(C)CN1C (centres undefined) | 96 | 105 | 99 | 102 | 105 | 96 | x | 93
COc1ccc(-c2cc(C(=O)Nc3nc4cc(C)c(C)cc4s3)nc3cc(-c4ccccc4)nn23)cc1 | 116 | 123 | 112 | 109 | 94 | 102 | 109 | 97
Cc1cc(=O)[nH]c(SCC(=O)NCCc2ccc(S(N)(=O)=O)cc2)n1 | 108 | 104 | 96 | 99 | 94 | 97 | 106 | 100
